Screening data from PubChem BioAssay.
Giardia kill – Giardia lamblia killing. Giardia lamblia trophozoite viability. AID 540267. activity change, % at 7.66 µM, hits read low. 340,000 tested, 0.15% active; in the data active means activity change below about -80%; inconclusive means between about -30% and that limit;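 further: parasites exposed to compound for two days anaerobically before the ATP read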
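ATP-content bioluminescence gauges trophozoite survival. Cells (100/well) receive compound and incubate anaerobically for 48 hrs at 37 deg C; detection reagent follows for 15-30 min at room temperature.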
Eya2 phos inh – Eya2 (human) phosphatase inhibition; O00167; recombinant Eya2, OMFP fluorescence dephosphorylation (OMFP is methylfluorescein phosphate); Potency, µM (titrated, usually from 76.9 µM), without a hit: at the top dose activity, negative = inhibition, hits mostly inhibitors; 330,000 tested, 0.006% active; AID 488837; further: potency means the concentration at half of the fitted maximal effect
Target sequence (O00167 whole entry, looked up): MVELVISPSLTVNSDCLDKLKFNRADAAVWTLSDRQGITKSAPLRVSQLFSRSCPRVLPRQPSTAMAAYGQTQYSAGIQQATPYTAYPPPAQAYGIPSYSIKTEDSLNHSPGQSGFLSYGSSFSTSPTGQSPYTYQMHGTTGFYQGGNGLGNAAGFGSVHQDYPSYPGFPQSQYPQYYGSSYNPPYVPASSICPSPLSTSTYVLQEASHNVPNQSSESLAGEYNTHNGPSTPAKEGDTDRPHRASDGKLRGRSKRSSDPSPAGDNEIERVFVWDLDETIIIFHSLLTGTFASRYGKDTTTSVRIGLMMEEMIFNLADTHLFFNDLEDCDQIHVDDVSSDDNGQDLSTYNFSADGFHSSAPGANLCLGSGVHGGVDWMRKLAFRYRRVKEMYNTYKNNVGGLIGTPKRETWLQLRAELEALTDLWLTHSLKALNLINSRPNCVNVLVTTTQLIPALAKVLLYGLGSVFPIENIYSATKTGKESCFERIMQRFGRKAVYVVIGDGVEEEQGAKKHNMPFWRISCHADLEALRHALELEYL
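Eya2 protein (added as 0.2 uM solution) was preincubated with compound for 10 min at ambient temperature in 50 mM HEPES pH 7.5, 50 mM NaCl, 5 uM MgCl2, 0.05% BSA, 1 mM DTT. OMFP (added at 50 uM) then reacted 10 min; fluorescence read at 485/525 nm.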
hERG WT inh – KCNH2 (human, wildtype) channel inhibition. U2OS, BacMam KCNH2, thallium flux FluxOr; hits give low values. 340,000 tested, 0.37% active. Q12809. AID 720551. activity change, % at 1.84 µM;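 active means maximum activity change below -70%; inconclusive means maximum activity change between -70% and -50%; inactive means maximum activity change above -50%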
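U2OS cells transduced with wild-type KCNH2 virus are loaded with FluxOr dye for 45 min, and thallium flux is measured in kinetic reads before and after stimulation buffer. Rate constants are normalized to DMSO controls.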
BCR signal inh – blocks chronic active B-cell receptor signaling; ABC-DLBCL IkBa-CBG/CBR reporter, luminescence ratio, 4 h; Potency, µM (highest dose often 46.1 µM), inactives show at the highest dose ratio change, negative = lower green/red ratio, usual class: inhibitors; 340,000 tested, 0.05% active; AID 493014; active means well fitted inhibition curve with a large enough effect in the signal ratio, with a control signal flat, not every such curve was filed as active; inconclusive means small, poorly fitted or top-dose-only effect, or effect the other way, or a change in a side signal; the % refers to the signal ratio;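 further: potency means the concentration at half of the fitted maximal effect; plate controls were basal doxycycline-induced cells for no effect and cells given 10 µM MG132 for full effect; MG132 reads +100%, hits lower the ratio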
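Concentration-response series (up to 46 uM) were applied to TMD8 dual-reporter cells for 4 h at 37C with doxycycline. Green/red ratio, after filter-overlap correction, defined %Activity; red signal alone was normalised to basal cells and zero luminescence.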
PKM2 act – activators of human pyruvate kinase M2 | P14618 | purified PKM2, Kinase-Glo ATP luminescence, activation; response scale: 0% is enzyme alone, no compound | Potency, µM (series often up to 57.5 µM), for the others: at the top dose activation, most hits filed as activators | 260,000 tested, 0.34% active | AID 1631; further: potency means the concentration at half of the fitted maximal effect; nearly all actives have a fitted effect of over 55% in size
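Purified hPK-M2 (>95% pure) converted ADP (0.1 mM final) to ATP with 0.5 mM PEP in 50 mM imidazole pH7.2, KCl, MgCl2, Tween 20, BSA; 1 h at room temperature. ATP detected by Kinase-Glo luminescence.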
Coupling enz – inhibits coupling enzyme system, counter-screen for aldolase hits | 290,000 tested, 0.67% active | AID 2472 | coupling enzyme system counterscreen, AmpLite Red fluorescence | activity change, negative = inhibition, % at 58.2 µM, hits read low; in the data active means activity change below about -30%
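Counterscreen of the coupled detection system alone, without aldolase: glyceraldehyde-3-phosphate coupling enzymes plus AmpLite Red readout. Compounds at 57.5 uM final, 10 min RT preincubation, 20 min RT reaction, fluorescence 525/598 nm.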
GALK inhibitor – galactokinase (human) inhibition; P51570; Purified GALK, Kinase-Glo residual ATP luminescence; Potency, µM (series often up to 57.5 µM), without a hit: top-dose activity change, negative = inhibition, hits mostly inhibitors; 270,000 tested, 0.007% active; AID 1868; further: potency means the concentration at half of the fitted maximal effect
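5 nM enzyme, 35 uM ATP, 100 uM galactose, 20 mM HEPES pH8.0, 5 mM MgCl2; 1 h RT; residual ATP by Kinase-Glo Plus luminescence, qHTS format.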
B2AR arrestin – beta2AR (human) beta-arrestin recruitment activity; P07550; beta-arrestin recruitment to beta2AR, cell-based reporter; Potency, µM (top dose mostly 46.1 µM), for the others: at the highest dose activation, usual class: activators; 330,000 tested, 0.02% active;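 further: potency means the concentration at half of the fitted maximal effect; 0% = DMSO controls and full agonism = EC100 isoproterenol or metaproterenol; nearly all actives have a fitted effect of over 65% in size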
Target sequence (P07550 whole entry, looked up): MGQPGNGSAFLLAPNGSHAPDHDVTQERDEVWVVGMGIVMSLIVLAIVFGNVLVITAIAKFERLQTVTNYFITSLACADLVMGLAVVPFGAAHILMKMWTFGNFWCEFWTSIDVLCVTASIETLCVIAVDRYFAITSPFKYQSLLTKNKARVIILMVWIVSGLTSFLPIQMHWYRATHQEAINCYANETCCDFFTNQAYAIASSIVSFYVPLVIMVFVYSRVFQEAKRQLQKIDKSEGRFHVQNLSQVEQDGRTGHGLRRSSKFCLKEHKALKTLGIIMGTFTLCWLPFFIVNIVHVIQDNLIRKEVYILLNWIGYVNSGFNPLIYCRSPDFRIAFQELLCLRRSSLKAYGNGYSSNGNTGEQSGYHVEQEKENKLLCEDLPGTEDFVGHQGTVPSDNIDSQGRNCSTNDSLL
uPA generation – cell surface uPA generation inhibition | AID 540303 | 330,000 tested, 0.31% active | cell surface uPA generation assay, qHTS | Potency, µM (highest dose often 38.3 µM), for the others: top-dose activity change, negative = inhibition, most hits filed as inhibitors; active means well fitted inhibition curve with a large enough effect; inconclusive means small, poorly fitted or top-dose-only effect; inactive means no such curve, though single readings can be large or run the other way; tested in mouse RAW 264.7 cells; further: potency means the concentration at half of the fitted maximal effect; nearly all actives have a fitted effect of over 55% in size
KCNH2 3.1 block – inhibitors of human KCNH2 3.1 potassium channel isoform; U2OS KCNH2 3.1, thallium flux FluxOr; hits give low values; activity change, % (tested at about 1.8 µM); 340,000 tested, 0.95% active; AID 720553;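 active means maximum activity change below -70%; inconclusive means maximum activity change from -70% to -50%; inactive means maximum activity change above -50%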;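 further: thallium influx rate constant from kinetic fluorescence after stimulation buffer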
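Normalized rate constant (relative to positive and negative DMSO controls) derived from a 2 min kinetic fluorescence read after stimulation; U2OS cells expressing the 3.1 isoform via virus at 1.77 x 10^8 /mL.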
USP2a block – USP2a (human) protease inhibition | USP2 core, Ub-CHOP2 coupled fluorogenic reporter, 485/531 | O75604 | 330,000 tested, 0.01% active | AID 463254 | Potency, µM (doses to about 38.3 µM), for inactives: at the top dose activity change, negative = inhibition, actives largely listed as inhibitors;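 further: potency means the concentration at half of the fitted maximal effect; plate controls were DMSO wells for no effect and full inhibition by NEM control for full effect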
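Cell-free coupled assay: 10nM USP2 core preincubated 30min RT with compound in Tris-HCl pH 8.0/CaCl2/CHAPS buffer, then 25nM Ub-CHOP2 and 25nM reporter substrate; fluorescence (Ex 485/Em 531) read after 60min RT, normalized to NEM inhibition, concentration-response curves fitted.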
The depositor's hits bear a star; ? = inconclusive; · = no result given; [ ] = another dose, or the depositor's remark. Unless noted, the call rests on the fitted dose curve; in most records, active means well fitted curve in the direction sought with a large enough effect; inconclusive means small, poorly fitted or top-dose-only effect, or another doubt; inactive means no such curve, though single readings can be large; an effect the other way counts as inactive or inconclusive. Unless noted, on the % scale 0 is the no-effect control and ±100 the full control effect. This is a random part of the collection. About 2.4% of those tested had a hit in this group.

A first look (2 entries):
compound,Giardia kill,Eya2 phos inh,hERG WT inh,BCR signal inh,PKM2 act,Coupling enz,GALK inhibitor,B2AR arrestin,uPA generation,KCNH2 3.1 block,USP2a block
CCN=C1SC(CC(N)=O)C(=O)N1CC (stereo not given),-15,3%,-3,-29%,-5%,1,-1%,0.1%,2%,7,-1%
Cc1c(C(=O)N2CCCCC2)c(S(=O)(=O)NCc2ccc(N(C)C)cc2)c(C)n1C,-3,2%,-10,-1%,·,0,8%,-0.2%,3%,10,2%

The list itself (from the top)
compound,Giardia kill,Eya2 phos inh,hERG WT inh,BCR signal inh,PKM2 act,Coupling enz,GALK inhibitor,B2AR arrestin,uPA generation,KCNH2 3.1 block,USP2a block
CCN=C1SC(CC(N)=O)C(=O)N1CC (stereo not given),-15,3%,-3,-29%,-5%,1,-1%,0.1%,2%,7,-1%
Cc1c(C(=O)N2CCCCC2)c(S(=O)(=O)NCc2ccc(N(C)C)cc2)c(C)n1C,-3,2%,-10,-1%,·,0,8%,-0.2%,3%,10,2%
CN(C)c1ccc(N=Nc2ccccc2C(=O)OCC(=O)NC2CCCC2)cc1,?,-8%,11,?,-18%,2,-3%,-1.7%,-5%,-9,2%
O=C(CCC(=O)OCc1cccc(C(=O)Oc2ccccc2)c1)Nc1cccc2ccccc12,9,-9%,5,?,0%,-1,-4%,-0.1%,·,2,1%
CNC(=O)NC(=O)C(OC(=O)CCNS(=O)(=O)c1ccccc1)c1ccccc1 (stereo not given),-5,-12%,-10,-2%,1%,·,5%,-0.9%,-2%,1,2%
COc1ccccc1N1CCN(S(=O)(=O)c2c(C)sc3ncn(CC(=O)NCCN(C)C)c(=O)c23)CC1,-3,-7%,1,7%,1%,0,0%,0.3%,4%,3,2%
Cc1ccccc1-c1nc2sc3c(c2c(=O)o1)CCC3,0,7%,-7,?,-12%,0,0%,-0.4%,0%,4,0%
Cc1ccc(-c2nc(CCN3C(=O)c4ccccc4C3=O)cs2)cc1,-20,-4%,2,7%,3%,0,-4%,-1.0%,·,0,1%
CCN(CC)c1ccc(S(=O)(=O)N2CCCCC2)cc1NC(=O)C1CCC1,-18,-11%,-17,12%,·,·,·,0.3%,-3%,-1,0%
CCCC(NC(=O)CCc1c(C)c2cc3c4c(oc3c(C)c2oc1=O)CCCC4)C(=O)O (stereo not given),5,-7%,-3,?,·,1,-1%,-0.4%,-10%,12,3%
Cn1c(SCC(=O)N2CCN(c3ccccc3)CC2)nnc1-c1ccncc1,23,-7%,3,-8%,-6%,-2,-3%,-0.6%,-1%,1,0%
CCCCc1cn(C[C@H]2CC[C@@H]([C@@H]3CC[C@H](Cn4cc(CCCC)nn4)O3)O2)nn1,-16,-14%,5,-7%,-12%,-5,·,-0.7%,13%,-3,-2%
Cc1cccc(CNC(=O)c2ccccc2N)c1,4,8%,6,?,7%,0,0%,-0.1%,·,3,1%
COc1ccc(NC(=O)CCN2CCN(c3ccc(F)cc3)CC2)cc1,-23,9%,15,4%,·,5,-1%,-0.5%,-16%,-5,-1%
Cc1cccc(C)c1NC(=O)c1c(-c2ccccc2)noc1C,4,10%[15.4 µM],-8,0%,1%,4,1%,0.2%,2%,3,4%
CC1CCCN(C2(O)C(=O)Nc3ccc(Br)cc32)C1 (stereo not given),21,5%,22,?,·,0,1%,0.2%,-10%,4,5%
Cc1ccc(SCC(=O)OCC(=O)NC2CCCCCC2)cc1,15,8%,-6,1%,0%,·,-3%,-0.2%,6%,-3,-3%
CC(C)NC(=O)C12CC3CC(C1)CC(n1cnc(Cl)n1)(C3)C2,-1,5%,6,10%,0%,1,0%,0.2%,-3%,13,7%
CCN(CC(=O)Nc1ccc(OC)cc1)C(=O)CCc1nc2ccccc2c(=O)[nH]1,-3,-2%,41,1%,·,·,·,-1.0%,4%,-1,1%
O=C1CC(c2ccc(F)cc2)Sc2nc(-c3ccccc3)c(-c3ccccc3)n21 (stereo not given),24,8%,0,2%,0%,2,·,-1.5%,0%,0,5%
COC(=O)C1CCN(CC(=O)Nc2ccc(C(=O)Nc3ccccc3OC)cc2)CC1,-1,11%,13,2%,·,·,·,-0.2%,2%,-1,2%
Clc1ccc2nc(N3CCCCC3)[nH]c2c1,-13,-14%,-1,5%,-5%,-10,0%,-0.1%,·,5,3%
C[C@H](NC(=O)c1nc[nH]c1C(=O)N1CCN(C(=O)OC(C)(C)C)CC1)C(=O)OC(C)(C)C,-5,-14%,·,0%,·,·,·,0.0%,13%,·,-1%
COC(=O)[C@]1(CC(C)C)N[C@H](c2ccc(-c3ccc(F)cc3)cc2)[C@@H]2C(=O)N(C)C(=O)[C@@H]21,-12,0%,10,-2%,·,·,·,0.4%,-8%,-1,0%
O=C(Nc1cccc(C(=O)N2CCOCC2)c1)c1cncc(Br)c1,2,·,-2,·,-1%,4,9%,·,0%,3,·
O=C(CSc1n[nH]c(=O)n1C1CC1)Nc1ccc(F)c([N+](=O)[O-])c1,?,15%,2,?,·,·,·,-0.3%,-29%,3,-1%
CN(C)CCNc1oc(-c2ccccc2Cl)nc1S(=O)(=O)c1ccccc1,-18,10%,-1,1%,·,·,·,-0.2%,5%,-2,2%
CCN(CC(=O)Nc1ccc(NC(C)=O)cc1)C(=O)/C=C/c1ccc(C)o1,-12,-7%,-2,2%,·,·,·,-0.5%,8%,3,3%
CCOc1ccc(NC(=O)Cn2nc(-c3ccccc3Cl)n(CC)c2=S)cc1,-1,-2%,0,-2%,0%,0,-2%,0.2%,7%,3,0%
CC(=O)Nc1ccc(S(=O)(=O)N2CCC(C(=O)c3ccc(Cl)cc3)CC2)cc1,5,-6%,-20,12%,-4%,3,9%,-0.1%,-5%,-46,1%
CCc1ccc(CNC(=O)c2ccc3nc(C4CCCCC4)oc3c2)nc1,·,-1%,·,0%,-4%,·,-2%,0.4%,·,·,-2%
O=C(COC(=O)Cc1cccc(C(F)(F)F)c1)NCC1CCCO1 (stereo not given),-2,-34%,2,?,-11%,-2,0%,-0.2%,10%,1,3%
CCSC(=O)NC1CCCCC1,12,-6%,4,-9%,-1%,-2,-3%,-0.2%,-3%,-21,0%
Cc1ccc(C(=O)C[n+]2cc(-c3ccc(C)cc3)n3c2CCCCC3)cc1,19,1%,-2,?,-22%,-4,3%,0.0%,-11%,-4,-1%
CCC1(C)Cc2ccccc2-c2nc(NCCCO)n(C)c(=O)c21 (stereo not given),-15,-17%,-2,-26%,0%,1,-2%,0.0%,12%,-5,1%
O=C(O)CSc1ccccn1,-17,18%,-3,2%,0%,-3,4%,-1.5%,22%,-4,0%
COC(=O)[C@@H](NC(=O)N(C1CCCCC1)C1CCCCC1)C(C)C,5,3%,-5,-6%,1%,4,2%,-0.7%,·,-9,2%
CCOC(=O)c1nnn2c1nc(N1CCOCC1)c1ccccc12,-19,-20%,-4,0%,-1%,0,-2%,-0.2%,6%,0,9%
CC(=O)Nc1ccc(NC(=O)c2c([N+](=O)[O-])cnn2C)cc1,?,-6%,3,-4%,1%,0,-5%,-0.6%,-8%,5,1%

Full records, quoted from the list. Values in the order: Giardia kill, Eya2 phos inh, hERG WT inh, BCR signal inh, PKM2 act, Coupling enz, GALK inhibitor, B2AR arrestin, uPA generation, KCNH2 3.1 block, USP2a block
`CCOc1ccc(NC(=O)Cn2nc(-c3ccccc3Cl)n(CC)c2=S)cc1` in the list: -1, -2%, 0, -2%, 0%, 0, -2%, 0.2%, 7%, 3, 0%
`Clc1ccc2nc(N3CCCCC3)[nH]c2c1` in the list: -13, -14%, -1, 5%, -5%, -10, 0%, -0.1%, ·, 5, 3%
`CCSC(=O)NC1CCCCC1` in the list: 12, -6%, 4, -9%, -1%, -2, -3%, -0.2%, -3%, -21, 0%
`COC(=O)C1CCN(CC(=O)Nc2ccc(C(=O)Nc3ccccc3OC)cc2)CC1` in the list: -1, 11%, 13, 2%, ·, ·, ·, -0.2%, 2%, -1, 2%
`CCOC(=O)c1nnn2c1nc(N1CCOCC1)c1ccccc12` in the list: -19, -20%, -4, 0%, -1%, 0, -2%, -0.2%, 6%, 0, 9%
